Source: PubChem (National Center for Advancing Translational Sciences (NCATS))
BCR signal inh – qHTS Assay to Find Inhibitors of Chronic Active B-Cell Receptor Signaling; Potency, µM (series often up to 46.1 µM), without a hit: at the top dose ratio change, negative = lower green/red ratio, hits mostly inhibitors; ABC-DLBCL IkBa-CBG/CBR reporter, luminescence ratio, 4 h; 340,000 compounds, 0.05% hits; active = well fitted inhibition curve with a large enough effect in the signal ratio, with a control signal flat, not every such curve was filed as active; inconclusive = small, poorly fitted or top-dose-only effect, or effect the other way, or a change in a side signal; the % refers to the signal ratio;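 note: potency is the fitted concentration of half-maximal effect; plate controls were basal doxycycline-induced cells for no effect and cells given 10 µM MG132 for full effect; MG132 reads +100%, hits lower the ratio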
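Doxycycline induced both beetle luciferases in TMD8 lymphoma cells; IKK-driven degradation limits the IkappaBalpha-fused green signal, while red luminescence normalises for cell number and nonspecific effects. Compounds tested up to 46 uM, 4 hrs.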
Tb PFK inh – qHTS Assay to Find Inhibitors of T. brucei phosphofructokinase. ATP-dependent 6-phosphofructokinase (Trypanosoma brucei brucei), O15648. T. brucei PFK, ADP-Glo luminescence. Potency, µM (series often up to 57.5 µM), for inactives: at the highest dose activity, negative = inhibition, actives largely listed as inhibitors. 330,000 compounds, 0.17% hits. AID 485367, 2010;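 note: potency is the fitted concentration of half-maximal effect; 0% = uninhibited 1x PFK enzyme wells and -100% = no-enzyme wells; nearly all actives have a fitted effect of over 60% in size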
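ADP-Glo luminescence quantified ADP after 45 min at room temperature, with 1.25 nM T. brucei PFK, 0.1 mM ATP and 0.5 mM fructose-6-phosphate in pH 8.0 TEA buffer. qHTS titrations up to 57 µM; curves classified by quality.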
AT treatment – qHTS Assay for Identifying a Potential Treatment of Ataxia-Telangiectasia. 320,000 compounds, 0.19% hits. Potency, µM (series often up to 57.5 µM), for the others: at the top dose activation, actives largely listed as activators. AID 485349, 2010. […] A-T fibroblasts, KAP-1 phosphorylation AlphaLISA; neocarzinostatin DNA damage 30 min before lysis; note: potency is the fitted concentration of half-maximal effect; % of control where 0% means no effect; nearly all actives have a fitted effect of over 45% in size
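hTERT-immortalized A-T patient fibroblasts ([…]), 500 cells/well in OPTI-MEM, 1% FBS, got compounds for 60 min, then NCS for 30 min at 37C. Lysates were then assayed for phospho-KAP-1 by AlphaLISA (anti-pKAP1 donor, anti-KAP1 acceptor beads), 6 hr at 25C.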
TSHR antag – Antagonists of the Thyroid Stimulating Hormone Receptor: HTS campaign; Thyrotropin receptor (Homo sapiens), P16473; TSHR-expressing cells, TSH-stimulated cAMP HTRF, 2 h; hits give low values; activity change, negative = inhibition, % at 11.5 µM; 330,000 compounds, 0.2% hits;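 active = activity change below a set negative limit, meaning inhibition stronger than a set level, cut at about -70% in these data; inconclusive = activity change between two set negative limits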; note: % is set by controls: 0 for no effect and ±100 for the full control effect
Target sequence (P16473 whole entry, looked up): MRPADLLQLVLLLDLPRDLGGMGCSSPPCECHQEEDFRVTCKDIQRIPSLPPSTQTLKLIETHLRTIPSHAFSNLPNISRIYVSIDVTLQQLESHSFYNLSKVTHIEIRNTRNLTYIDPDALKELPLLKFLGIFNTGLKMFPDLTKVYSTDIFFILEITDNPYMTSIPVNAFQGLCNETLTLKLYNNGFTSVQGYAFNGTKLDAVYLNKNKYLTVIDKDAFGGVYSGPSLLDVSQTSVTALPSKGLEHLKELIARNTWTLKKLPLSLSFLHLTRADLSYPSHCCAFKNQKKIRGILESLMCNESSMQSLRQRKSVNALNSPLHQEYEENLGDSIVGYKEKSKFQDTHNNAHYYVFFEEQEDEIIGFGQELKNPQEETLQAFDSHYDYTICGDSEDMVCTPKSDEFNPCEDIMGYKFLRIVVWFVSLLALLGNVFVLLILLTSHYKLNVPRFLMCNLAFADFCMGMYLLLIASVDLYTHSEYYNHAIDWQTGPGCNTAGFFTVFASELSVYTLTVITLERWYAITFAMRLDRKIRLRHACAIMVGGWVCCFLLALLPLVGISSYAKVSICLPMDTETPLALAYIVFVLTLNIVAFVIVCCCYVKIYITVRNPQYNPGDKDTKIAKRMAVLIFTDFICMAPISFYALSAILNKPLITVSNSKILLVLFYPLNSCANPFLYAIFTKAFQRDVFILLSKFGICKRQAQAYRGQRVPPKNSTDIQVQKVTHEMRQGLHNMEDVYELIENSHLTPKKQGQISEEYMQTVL
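TSHR-expressing cells, 200/well, pre-treated with compound, then stimulated with EC80 TSH (4nM final) for 2 hours at 37 deg C. cAMP measured by competitive HTRF: anti-cAMP cryptate antibody in lysis buffer plus cAMP-d2, read after 30 minutes at room temperature.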
Eya2 inh – qHTS Assay for Inhibitors of the Phosphatase Activity of Eya2; Protein phosphatase EYA2 (Homo sapiens), O00167; recombinant Eya2, OMFP fluorescence dephosphorylation (OMFP is methylfluorescein phosphate); Potency, µM (top dose mostly 76.9 µM), without a hit: top-dose activity, negative = inhibition, actives largely listed as inhibitors; 330,000 compounds, 0.006% hits; AID 488837, 2010; note: potency is the fitted concentration of half-maximal effect; % is set by controls: 0 for no effect and ±100 for the full control effect
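Eya2 (0.2 uM) preincubated 10 min at ambient with compound, then OMFP substrate added at 50 uM; 10 min reaction in 50 mM HEPES pH 7.5, 50 mM NaCl, 5 uM MgCl2, 0.05% BSA, 1 mM DTT. Fluorescence read at Ex 485/Em 525 nm.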
Mito fusion yeast – qHTS Assay for Small Molecule Inhibitors of Mitochondrial Division or Activators of Mitochondrial Fusion | 320,000 compounds, 0.23% hits | S. cerevisiae fusion-defective mutant growth rescue, CellTiterGlo 48 h | Potency, µM (top dose mostly 46.1 µM), without a hit: at the top dose growth rescue (activation), actives largely listed as activators | AID 485298, 2010;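 note: potency is the fitted concentration of half-maximal effect; % of control where 0% means no effect; nearly all actives have a fitted effect of over 45% in size; temperature-sensitive fusion mutants such as fzo1-1 at 37 °C on non-fermentable ethanol glycerol medium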
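Read-out: ATP-based luminescence (CellTiterGlo, 10 min ambient) reporting growth of fusion-defective ts yeast after 48 hours at 37C on glycerol/ethanol YPEG medium in the presence of compound.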
TCR act – Activators of T cell receptors: qHTS campaign; primary human leukocytes, anti-CD3, IL-2 HTRF, 48 h; Potency, µM (series often up to 9.22 µM), for the others: at the highest dose activation of IL-2 secretion, most hits filed as activators; 330,000 tested, under 10 active; note: % of control where 0% means no effect
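IL-2 release read by HTRF sandwich (Eu cryptate donor, d2 acceptor, 665 nm emission) after 48 hr exposure of primary human leukocytes to compound together with anti-CD3 beads in the absence of co-stimulatory signals.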
ELG1 DNA repair – qHTS screen for small molecules that inhibit ELG1-dependent DNA repair in human embryonic kidney (HEK293T) cells expressing luciferase-tagged ELG1. AID 504467, 2011. Potency, µM (titrated, usually from 46.1 µM), for inactives: at the top dose activity change, negative = inhibition, actives largely listed as inhibitors. HEK293T ELG1-luciferase reporter, luminescence, 16 h; DNA damage induced by 5-fluorouridine. 330,000 compounds, 2.3% hits; note: potency is the fitted concentration of half-maximal effect; % is set by controls: 0 for no effect and ±100 for the full control effect; nearly all actives have a fitted effect of over 55% in size
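Luminescence from the luciferase reporter, measured 30 min after ONE-Glo reagent at room temperature, was the read-out. Beforehand, 2,000 cells per well were exposed for 16 hr at 37 °C to 5-fluorouridine together with compound or vehicle.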
a7 integrin act – qHTS for Activators of Integrin-Mediated Alleviation for Muscular Dystrophy; alpha7betagal myoblasts, beta-gal FDG fluorescence, 48 h; Potency, µM (doses to about 38.3 µM), inactives show at the top dose activation, actives largely listed as activators; 350,000 compounds, 0.064% hits; AID 624291, 2012;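 note: potency is the fitted concentration of half-maximal effect; 100% = response of the positive control SU9516; nearly all actives have a fitted effect of over 60% in size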
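alpha7betagal+/- myoblasts (passage 13, 250/well) treated 48 h at 37C with compounds at 1:260 dilution of DMSO stock. Lysed, then beta-galactosidase activity read as FDG fluorescence (ex 480/em 540) after 30 min, with pre-read for autofluorescence.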
TSG101-PTAP inh – qHTS Assay for Iinhibitors of HIV-1 Budding by Blocking the Interaction of PTAP/TSG101; Tumor susceptibility gene 101 protein (Homo sapiens), Q99816; Fluorescence polarization, FITC-PTAP peptide / Tsg101 binding; Potency, µM (highest dose often 115 µM), for the others: at the highest dose activity change, negative = inhibition, actives largely listed as inhibitors; 340,000 tested, under 10 active; active = well fitted inhibition curve with a large enough effect in the main read-out, with a control signal flat, not every such curve was filed as active; inconclusive = small, poorly fitted or top-dose-only effect, or effect the other way, or a change in a side signal; inactive = no such curve, though single readings can be large or run the other way; note: potency is the fitted concentration of half-maximal effect; % of control where 0% means no effect
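Compounds were pin-transferred onto Tsg101 binding domain (10 uM final) in HEPES pH 7.5 buffer, then FITC-PTAP peptide was added at 50 nM final. After 20 min at RT, polarization reported peptide displacement across a qHTS concentration series.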
ASM inhibitor – Inhibitors of Secretory Acid Sphingomyelinase (S-ASM): qHTS | Sphingomyelin phosphodiesterase (Homo sapiens), P17405 | 340,000 compounds, 0.006% hits | Potency, µM (highest dose often 57.5 µM), for the others: top-dose activity change, negative = inhibition, most hits filed as inhibitors | AID 504937, 2011 | placental ASM, HMU-PC fluorogenic substrate, 60 min; note: potency is the fitted concentration of half-maximal effect
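Fluorogenic HMU-PC substrate (9 uM final) is turned over by placental ASM in 60 min at 37 C after a 10 min compound preincubation. Reaction ended by alkaline stop (pH 10), with fluorescence read at 386/447 nm.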
The depositor's hits bear a star; ? = inconclusive; · = not tested or not shown; [ ] = remark or other dose. Unless noted, calls come from the whole dose curve; as a rule, active = well fitted curve in the direction sought with a large enough effect; inconclusive = small, poorly fitted or top-dose-only effect, or another doubt; inactive = no such curve, though single readings can be large; an effect the other way counts as inactive or inconclusive.

SMILES	BCR signal inh	Tb PFK inh	AT treatment	TSHR antag	Eya2 inh	Mito fusion yeast	TCR act	ELG1 DNA repair	a7 integrin act	TSG101-PTAP inh	ASM inhibitor
O=c1oc2ccccc2c(O)c1C=NCc1ccccn1	?	1%	12%	10	-4%	-4%	1%	18%	12%	-2%	1%
CCc1ccc(OCCCC(=O)O)c(Br)c1	?	15%	10%	-4	10%	12%	-17%	19%	17%	-10%	5%
Cc1ccc(C(=O)OCC(=O)N(Cc2ccccc2)C(C)C)cc1C	-3%	6%	3%	-15	-17%	·	-1%	8%	24%	-3%	-3%
COc1ccc2c(c1)cc(C(=O)N[C@H](C(=O)N1CCC[C@H]1C(=O)O)C(C)C)n2C	-2%	-3%	4%	-7	12%	0%	3%	-28%	8%	-1%	-1%
Cc1ccc(N(Cc2cc3ccccc3[nH]c2=O)C(=O)c2cccs2)cc1	?	0%	-4%	12	-3%	0%	-1%[46.1 µM]	?	?	-7%	-7%
Cc1ccc(Nc2nc3c([nH]2)c(=O)[nH]c(=O)n3C)cc1	?	2%	-4%	7	0%	-3%	-2%	?	-16%	-1%	21%
COc1ccc(Nc2cc(Nc3ccccc3)ncn2)cc1	0%	2%	-2%	10	19%	1%	4%	?	10%	-2%	-1%
Cc1ccc(NC(=O)c2cc(-c3ccccc3O)n[nH]2)cc1C	?	?	-7%	-5	6%	12%	1%	17%	?	2%	0%
COc1ccc(S(=O)(=O)N2CCCC2)c(C)c1C	?	3%	-4%	-6	5%[15.4 µM]	1%	2%	0%	29%	-7%	0%
COc1ccc(NC(=O)c2c(-c3c(Cl)cccc3Cl)noc2C)cn1	-1%	0%	4%	-10	-1%	-1%	-5%	-1%	4%	-1%	-1%
Cc1nnc(SCCN2CCOCC2)n1C	5%	0%	5%	0	0%	-3%	-1%	-1%	-9%	-4%	-2%
O=C(O)C1CCCCC1C(=O)Nc1nc(-c2cccs2)cs1 (configuration not stated)	9%	9%	2%	-3	6%	-4%	1%	-4%	7%	-2%	1%

Brought forward from above: two compounds, followed by the next part.
SMILES	BCR signal inh	Tb PFK inh	AT treatment	TSHR antag	Eya2 inh	Mito fusion yeast	TCR act	ELG1 DNA repair	a7 integrin act	TSG101-PTAP inh	ASM inhibitor
Cc1nnc(SCCN2CCOCC2)n1C	5%	0%	5%	0	0%	-3%	-1%	-1%	-9%	-4%	-2%
O=C(O)C1CCCCC1C(=O)Nc1nc(-c2cccs2)cs1 (configuration not stated)	9%	9%	2%	-3	6%	-4%	1%	-4%	7%	-2%	1%
O=C(Nc1ccccn1)c1ccc(Br)c(S(=O)(=O)N2CCCCC2)c1	0%	-3%	8%	4	-17%	0%	0%[46.1 µM]	-6%	33%	-7%	60%[activator]
Cc1ccc(-n2c(N)c(C#N)c(-c3ccc(Cl)cc3)c(C#N)c2=O)cc1	8%	2%	0%	33	6%	-1%	-2%	-12%	2%	-1%	9%
O=C1C(=O)N(CCN2CCOCC2)C(c2ccccn2)/C1=C(/O)c1ccc(F)cc1 (configuration not stated)	0%	-15%	0%	2	0%	-2%	2%	0%	-1%	-1%	0%
NC1=NC(=O)/C(=C/c2ccc(Br)cc2)S1	-1%	2%	11%	12	2%	2%	·	?	28%	1%	-2%
CCCN1CCN(S(=O)(=O)c2c(C)[nH]c(C)c2C(=O)N2CCCCC2)CC1	3%	2%	0%	3	-12%	6%	-4%	21%	-15%	-4%	1%
CC(=O)N[C@@H](CC(=O)O)C(=O)O	3%	-1%	-6%	1	-26%	1%	0%	12%	·	·	5%
CC(CN1CCCCC1)OC(=O)C(C)(c1ccccc1)c1ccccc1 (configuration not stated)	1%	-1%	12%	9	-7%	-2%	10%	-12%	-49%[inhibitor]	1%	-3%
O=C(NC1CCCCC1NC(=O)c1cccs1)c1cccs1 (configuration not stated)	-2%	3%	-4%	8	26%	1%	-1%	9%	1%	-10%	1%
Cn1nnnc1SCC(=O)C(C)(C)C	0%	-2%	-6%	0	?	3%	12%	-3%	-3%	-3%	3%
c1ccc2c(CN3CCCCC3)csc2c1	2%	-14%	6%	-12	-4%	0%	-5%[46.1 µM]	-7%	5%	0%	3%
CCC1(CC)NC(=O)N(CC(=O)OCC(=O)Nc2cc(OC)ccc2OC)C1=O	0%	-7%	-2%	9	-10%	-2%	5%	0%	12%	-4%	6%
O=C(Nc1ccc2oc(-c3ccccc3F)nc2c1)c1ncn[nH]1	?	1%	1%	-20	-12%	11%	7%	?	8%	1%	-5%
COc1ccc(C(=O)Nc2cc(OC)nc(OC)n2)cc1	?	-3%	4%	1	-3%	1%	-7%[46.1 µM]	?	?	-2%	1%
CCCN(CCC)S(=O)(=O)c1ccc(NC(=O)COc2ccccc2)cc1	-7%	-14%	·	-8	-4%	2%	7%	-1%	-6%	-6%	6%
CCN(CC)S(=O)(=O)c1ccc(OC(C)C)c(NC(=O)C2=COCCO2)c1	0%	-1%	0%	-5	-24%	4%	4%	?	-11%	-2%	-3%
CC(C)CCn1cnc2c(oc3nc4c(cc32)CCCC4)c1=O	?	-2%	3%	-9	-3%	5%	-3%	?	-5%	0%	0%
CNC(=S)N(CCCn1ccnc1)Cc1c(F)cccc1Cl	1%	0%	2%	-2	0%	-5%	-17%	-1%	18%	0%	3%
CCN1C/C(=C/c2ccc(N3CCOCC3)cc2)C(=O)/C(=C/c2ccc(N3CCOCC3)cc2)C1	?	10%	-4%	-2	-2%	-5%	6%[46.1 µM]	?	-58%[inhibitor]	?	-21%
COc1ccc(S(=O)(=O)/C(C#N)=C/Nc2ccc(NC(C)=O)cc2)cc1	-2%	0%	2%	20	0%	10%	2%	0%	-29%	-10%	-1%
NNc1nccc(Nc2ccccc2C(=O)O)n1	?	-3%	-4%	0	1%	-6%	-1%[46.1 µM]	13%	16%	0%	2%
Cc1ccc(CC(=O)Nc2ccncc2)cc1	1%	4%	7%	-29	1%	-44%[inhibitor]	-3%	-2%	-48%[inhibitor]	-5%	6%
Cc1csc(NC(=O)C(NS(=O)(=O)c2ccc(Br)s2)c2ccccc2)n1 (configuration not stated)	7%	0%	-1%	6	7%	2%	-19%	26%	5%	-7%	-6%
Nc1cccc(-c2nc3ccccc3s2)c1	?	-1%	·	-2	-14%	-1%	-3%	?	-2%	-3%	87%[activator]
N#Cc1cnn(-c2ccc(F)cc2)c1N	1%	0%	-10%	10	-12%	-2%	0%	5%	2%	-3%	14%

Copied from the list.
`NNc1nccc(Nc2ccccc2C(=O)O)n1` in a7 integrin act is entered as 16%
`CCN(CC)S(=O)(=O)c1ccc(OC(C)C)c(NC(=O)C2=COCCO2)c1` in TSHR antag is entered as -5
`COc1ccc(S(=O)(=O)/C(C#N)=C/Nc2ccc(NC(C)=O)cc2)cc1` in AT treatment is entered as 2%
`CCCN(CCC)S(=O)(=O)c1ccc(NC(=O)COc2ccccc2)cc1` in Eya2 inh is entered as -4%
